Screening results as filed in PubChem BioAssay.
West Nile virus CPE: West Nile virus antiviral activity, cell-based, CPE readout (AID 1621); West Nile virus-infected cells, CPE inhibition; higher % means a stronger effect; CPE inhibition, % at 10 µM, or IC50 in µM where a hit was titrated; hit rate 0.02% among 290,000; in the data active = a potency from the dose series; inconclusive = CPE inhibition mostly from about 3.7% at the one dose, without a potency; inactive = the rest, 99 in 100 with CPE inhibition below about 2.2%; also: strong numbers were not always called active
bCat nuc transl: beta-catenin nuclear translocation modulation. HeLa beta-catenin nuclear translocation, immunofluorescence imaging. nuclear translocation activity, % at 5 µM. hit rate 0.3% among 190,000. AID 1665;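 active = nuclear translocation activity above 50% at 5 µM, with a well cell count of 50 or more; inconclusive = wells under 50 cells across six images, flagged as toxic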;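 also: per-cell ratio of nuclear to cytoplasmic median beta-catenin stain intensity; plate controls were DMSO negative control for no effect and GSK-3 inhibitor IX positive control for full effect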
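Assay system: human HeLa cells, native beta-catenin; doses: 5 µM primary, 0.02–20 µM confirmation; incubation: compound treatment 24 h, 37°C, 5% CO2; technique: fluorescence imaging of beta-catenin antibody stain plus DAPI; measure: % activation, nuclear-to-cytoplasmic median beta-catenin signal ratio per cell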
Ins promoter up: MIN6 insulin promoter up-regulation; MIN6 insulin promoter-GFP reporter, high-content imaging; hits give high values; z-score at 5 µM; hit rate 0.3% among 190,000;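 active = z-score above 3 at 5 µM with at least 500 cells counted in the well; inconclusive = wells under 500 cells, flagged as cytotoxic or low count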
Hep lipid drop: modulators of hepatic lipid droplet formation. AML12 mouse hepatocytes, oleate lipid droplets, BODIPY imaging. inhibition, % at 6.5 µM. hit rate 0.4% among 240,000;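 active = lipid droplet intensity inhibited by at least 50%, with more than 500 cells counted; inconclusive = wells with under 300 cells, treated as cytotoxic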
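Material – mouse AML12 hepatocyte cell line, fixed after treatment · Compound dosing – one dose, 6.5 µM compound · Times – compound with oleate, overnight · Measured by – Image-based BODIPY and DAPI two-channel analysis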
WT yeast gro inh: growth inhibition of WT yeast, mitochondrial fusion screen. mitochondrial fusion phenotypic screen, WT strain. inhibition, % at 10 µM. hit rate 2.1% among 190,000. AID 1362; in the data active = inhibition above about 58%; tested in S. cerevisiae
Autophagy mod: alters autophagy in cells; calls only at 10 µM (by protocol); AID 463193; MEF GFP-LC3 puncta imaging; test concentration mostly 10 µM; hit rate 0.98% among 190,000;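 active = percentage of spot-positive cells more than 3 SD above its plate mean, without a fluorescence outlier flag or 80% toxicity; inconclusive = no clear call, values can overlap the other calls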;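 also: spot-positive cell cutoff set from DMSO-treated cells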
Myeloid diff 2: compounds promoting myeloid differentiation. ER-HoxA9 myeloid progenitors, lysozyme-GFP differentiation, flow cytometry. calls only at 10 µM. hit rate 1% among 360,000. AID 624256;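 active = normalized GFP-positive differentiation at or above the plate's own cutoff, the solvent-only control mean plus 3 SD; inconclusive = no clear call, values can overlap the other calls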;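 also: cells exposed to compound for four days before flow analysis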
MT stabilizer: stabilizes microtubules in HeLa cells; HeLa tubulin immunostaining HCS, 24 h; share of cells brighter than vehicle mean+2SD; % tubulin-high responders, % at 10 µM; hit rate 0.83% among 200,000;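 active = plate Z-score above 3 for both tubulin-high and condensed-nucleus cell shares, with cell loss under 80%, at 10 µM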;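 also: anti alpha tubulin signal scored within the nucleus-defined area of each cell; some results filed as inactive read as strong as hits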
T cell HTS: T cell immune modulation candidate | 2C CD8+ T cell-vesicle binding, flow cytometry; hits give low values | calls only at 7 µM | hit rate 0.068% among 330,000;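 active = response, share of CD8 T cells binding vesicles, and their 90th percentile fluorescence all below set limits, cut at about 80% in these data, passing the limit was not always enough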
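Assay system – 2C mouse CD8+ T cells · Also added – QL9-loaded Drosophila micro-vesicles · Timing – Cell–vesicle co-incubation 1.5 h at 37 °C, staining 20 min on ice · Signal – flow cytometry of vesicle-bound cells · Measure – percent CD8+ FL2 mean versus row control · Controls – Peptide-free naked vesicles (low) and QL9 vesicles with 0.7% DMSO vehicle (high)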
WT yeast gro inh mutant strain: further read-out of WT yeast gro inh, marked with its call; inhibition, %; mitochondrial fusion phenotypic screen, mutant strain inhibition
Ins promoter up cell count: also measured in Ins promoter up; calls as there; cell count; measured here: cytotoxicity, nuclei count;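 total cells summed across four imaged fields per well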
Hep lipid drop cells 6.5 µM: recorded beside Hep lipid drop, whose call it bears; cell count; measured here: cell count, cytotoxicity flag;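 cells counted across two imaged fields per well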
bCat nuc transl cell count 5 µM: further read-out of bCat nuc transl, marked with its call; cell count; measured here: cell count, cytotoxicity flag
T cell HTS vesicle-bound %: recorded beside T cell HTS, whose call it bears; double positive events, %; measured here: CD8+ vesicle-bound cell fraction;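 binding gate set so that unloaded-vesicle control wells show 10% double positive cells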
MT stabilizer Hoechst-high %: also measured in MT stabilizer; calls as there; % Hoechst-high responders; measured here: nuclear condensation Hoechst responders;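 share of cells brighter than vehicle mean plus two SD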
MT stabilizer cytotoxicity %: also measured in MT stabilizer; calls as there; toxicity, %; measured here: cytotoxicity by cell density;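 0% = mean cell density of plate MIN control wells and 100% = no cells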
Autophagy mod cell loss 18 h: recorded beside Autophagy mod, whose call it bears; toxicity, %; measured here: cell loss, nuclei count;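 cell loss after 18 h compound exposure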
Myeloid diff 2 GFP+ MAC1+ %: second read-out of Myeloid diff 2, no call of its own (marks repeat the call); GFP+ MAC1+ double positive, %; measured here: differentiation confirmed by MAC1 staining
An asterisk follows results filed as active; i = inactive; ? = inconclusive; / = not tested or not shown; + = active, no number.

SMILES	West Nile virus CPE	bCat nuc transl	bCat nuc transl cell count 5 µM	Ins promoter up	Ins promoter up cell count	Hep lipid drop	Hep lipid drop cells 6.5 µM	WT yeast gro inh	WT yeast gro inh mutant strain	Autophagy mod	Autophagy mod cell loss 18 h	Myeloid diff 2	Myeloid diff 2 GFP+ MAC1+ %	MT stabilizer	MT stabilizer Hoechst-high %	MT stabilizer cytotoxicity %	T cell HTS	T cell HTS vesicle-bound %
CCOc1ccc(-n2nc3c(SCCN4CCCC4)nnc(C)c3c2C)cc1	0.4%	-4.5	536	0.2	1245	-3	652	15	5	i	-7	i	1.1	4.9	1.1	1.3	i	56
CCCN1CCC(N2CCN(c3cccc(C(F)(F)F)c3)CC2)CC1	-0.5%	1.9	1041	-0.03	892	2	767	4	11	i	23	+	20*	7.6	1.9	7.7	i	33
CCN(CC(=O)NCc1ccc(F)cc1)C(=O)/C=C/c1ccc(OC)cc1	-0.8%	/	/	/	/	-2	790	/	/	/	/	i	2.4	/	/	/	i	27
CCN(CC)S(=O)(=O)c1ccc(C(=O)NCc2n[nH]c(=S)n2-c2ccccc2OC)cc1	-0.1%	-3.3	1219	-0.71	1255	6	865	16	5	i	-7	i	3.6	2.7	3.2	9.1	i	19
CN1CC[n+]2c(CN3C(=O)c4ccccc4C3=O)csc21	0.8%	-7.3	1224	-0.94	1270	3	752	20	11	i	5	i	0.7	3.3	2.6	6.3	i	35
CNC(=O)CCc1[nH]c2ccccc2c1Sc1ccccc1	-1.0%	2.9	511	1.1	1332	29	607	28	-2	i	25	i	0.6	1.6	1.4	3.0	i	13
COc1ccc(Cn2nc(C)cc2C)cc1OC	-0.6%	-0.1	653	-0.46	1135	/	/	6	22	i	-8	i	0.9	4.7	2.5	5.6	i	18
Cc1cc(C)cc(NC(=O)c2ccc(NC(=O)c3ccco3)cc2)c1	-0.2%	/	/	/	/	2	858	/	/	/	/	i	4.7	/	/	/	i	52
Cn1nc(C(F)(F)F)c(C(=O)Nc2cccc(Cl)c2)c1Cl	-0.3%	/	/	/	/	/	/	20	4	i	-5	i	0.8	1.6	1.7	12	i	28
O=C(Cn1c(C(F)(F)F)nc2ccccc21)c1ccc(Cl)cc1	-0.2%	1.0	1112	-0.22	2014	8	658	1	7	i	23	i	7.4	3.5	1.6	7.5	i	6
CCN(CC)C(=O)c1ccccc1NS(=O)(=O)c1ccc(C)cc1	-0.1%	-4.5	1319	-0.37	923	0	817	/	/	i	-8	i	6.9	1.8	1.2	3.7	i	50
Cc1ccccc1-n1c(C)nnc1SCc1cc(=O)oc2ccc3ccccc3c12	1.3%	3.2	1082	-0.55	1170	-6	469	-14	7	i	9	i	0.0	2.5	2.5	11	i	42
O=C(Cn1cnc2c(cnn2-c2ccccc2)c1=O)Nc1cc(S(=O)(=O)N2CCOCC2)ccc1Cl	0.5%	-1.6	995	0.11	1314	28	670	8	-11	i	5	i	0.5	4.2	2.0	4.4	i	28
CCOC(=O)C1=NOC2C3CC(C12)C1C(=O)N(CCc2ccc(OC)c(OC)c2)C(=O)C31 (stereo not drawn)	0.5%	-1.6	1347	-1.4	963	-32	635	/	/	/	/	i	1.2	/	/	/	i	28
COc1ccccc1NS(=O)(=O)c1cc(NC(=O)c2[nH]c(C)c(C(C)=O)c2C)ccc1N1CCOCC1	0.5%	-0.5	1270	-1.3	891	-15	631	/	/	/	/	i	0.0	/	/	/	i	34
O=C(NCc1cccnc1)c1ccc(-c2cc3ccccc3oc2=O)cc1	-1.6%	-1.5	953	-0.42	1359	2	758	-3	-6	i	7	i	0.5	4.3	1.3	19	i	39
Cc1c(O)c2c(=O)n(-c3ccccc3)c(-c3ccccc3)cc2oc1=O	-0.5%	-2.4	626	-0.47	1428	23	716	-1	10	i	-25	i	0.5	3.1	2.2	5.9	i	17
COC(=O)Nc1ccc(S(=O)(=O)Nc2cccc3ccccc23)cc1	-1.2%	-0.2	1192	/	/	0	735	-4	-9	i	2	i	1.4	3.8	2.7	1.6	i	16
O=C1CCC(c2ccccc2)=NN1	1.8%	/	/	0.49	1311	8	778	-9	6	i	-6	i	1.0	4.5	2.6	1.1	i	54
CC(=O)Nc1nonc1NC(=O)CSc1nc2ccccc2o1	0.3%	0.2	1342	-0.19	1288	/	/	-8	-1	i	9	+	2.0*	5.6	4.0	5.9	i	36
Cc1ccc(CNc2nc(-c3cccs3)nc3ccccc23)cc1	-1.0%	-4.8	633	-0.71	1067	-33	722	76*	36*	i	2	i	0.1	2.0	2.3	14	i	56
CC1(C)CC(NCc2ccc3c(c2)OCO3)CCO1 (stereo not drawn)	0.1%	1.5	1308	-0.7	1571	/	/	8	-1	i	3	i	0.9	2.6	1.4	6.7	i	31
O=C(c1ccccc1)c1c[nH]c2cc3c(cc2c1=O)OCCO3	0.3%	0.3	1347	0.09	1323	17	719	-8	-19	i	-7	i	1.3	2.7	1.9	3.1	i	45
Cc1ccc(Cn2ccc(NC(=O)c3c(-c4ccccc4Cl)noc3C)n2)cc1	0.2%	5.5	944	/	/	16	810	11	10	i	-14	i	1.6	2.3	1.8	6.2	i	28
CCOC(=O)C(C(=O)NCC1CCCO1)C1CCCCC1 (stereo not drawn)	0.1%	-1.4	648	/	/	5	751	-13	-2	i	-9	i	0.7	2.2	1.5	3.1	i	46
O=C(Cn1nnc(-c2ccc(Cl)cc2)n1)NCc1ccco1	-0.9%	3.9	1131	0.48	1609	14	658	12	19	i	-7	i	0.7	1.9	2.3	7.0	i	50
Cc1c(O)ccc(C(=O)CN2CCN(c3ccccc3F)CC2)c1O	0.3%	/	/	/	/	-1	788	/	/	/	/	i	0.5	/	/	/	i	55
Cc1cc(C)cc(N(C(=O)CNC(=O)c2ccco2)C(C(=O)NC2CCCCC2)c2cccnc2)c1 (stereo not drawn)	-0.4%	/	/	/	/	-12	726	/	/	/	/	i	0.4	/	/	/	i	21
CCn1c2ccccc2c2cc(N=C3SC(CC(=O)Nc4ccccc4OC)C(=O)N3CCOC)ccc21 (stereo not drawn)	-0.8%	0.1	947	/	/	0	544	9	7	i	-1	i	0.3	2.1	3.1	9.7	i	32
CC(=O)Nc1ccc(S(=O)(=O)Nc2nc(-c3ccc(C(C)(C)C)cc3)cs2)cc1	0.7%	-1.4	1081	-0.53	1470	17	689	-10	-14	i	-2	i	0.8	3.4	3.5	8.2	i	46
CC(NC(=O)CSc1nc2ccccc2c(=O)[nH]1)c1ccccc1 (stereo not drawn)	/	-1.9	1251	-0.03	1154	1	701	13	-10	i	-6	i	0.8	3.0	2.3	40	i	36
COC(=O)[C@@H]1C[C@]2(OC(=O)c3ccccc3)C=CC(=O)C[C@@H]2N1C(=O)OCc1ccccc1	?	-4.7	540	1.3	992	20	725	-22	-13	i	-1	i	2.1	3.3	2.8	5.4	/	/
OCCCCNCc1cc(Br)ccc1OCc1ccccc1F	-1.1%	-1.1	1192	0.61	1372	-11	677	7	9	i	-4	i	0.3	3.1	1.6	9.4	+	3.7*
COc1ccccc1N(C)S(=O)(=O)c1ccc(C(=O)OCC(=O)Nc2cc(C)on2)cc1	0.2%	-3.8	1117	0.24	1626	17	665	-3	5	i	35	i	0.6	3.8	2.7	5.3	i	43
O=C(NCc1ccncc1)c1cncc(Br)c1	0.1%	0.9	1083	1.3	1149	18	706	-4	1	i	1	i	0.0	2.8	2.7	3.9	i	12
CNc1c(N)n(Cc2ccccc2)c(=O)[nH]c1=O	0.0%	-2.6	1150	/	/	1	771	-10	-13	i	4	i	0.8	1.1	1.7	4.9	i	11
Cc1ccc(NC(=O)Cc2nnc(SCC(=O)NC3CCCC3)n2C)c(C)c1	-0.3%	/	/	/	/	-4	809	/	/	/	/	i	0.4	/	/	/	i	28

Looked up by compound from above (4):
SMILES	West Nile virus CPE	bCat nuc transl	bCat nuc transl cell count 5 µM	Ins promoter up	Ins promoter up cell count	Hep lipid drop	Hep lipid drop cells 6.5 µM	WT yeast gro inh	WT yeast gro inh mutant strain	Autophagy mod	Autophagy mod cell loss 18 h	Myeloid diff 2	Myeloid diff 2 GFP+ MAC1+ %	MT stabilizer	MT stabilizer Hoechst-high %	MT stabilizer cytotoxicity %	T cell HTS	T cell HTS vesicle-bound %
COC(=O)[C@@H]1C[C@]2(OC(=O)c3ccccc3)C=CC(=O)C[C@@H]2N1C(=O)OCc1ccccc1	?	-4.7	540	1.3	992	20	725	-22	-13	i	-1	i	2.1	3.3	2.8	5.4	/	/
Cc1ccc(NC(=O)Cc2nnc(SCC(=O)NC3CCCC3)n2C)c(C)c1	-0.3%	/	/	/	/	-4	809	/	/	/	/	i	0.4	/	/	/	i	28
CNc1c(N)n(Cc2ccccc2)c(=O)[nH]c1=O	0.0%	-2.6	1150	/	/	1	771	-10	-13	i	4	i	0.8	1.1	1.7	4.9	i	11
OCCCCNCc1cc(Br)ccc1OCc1ccccc1F	-1.1%	-1.1	1192	0.61	1372	-11	677	7	9	i	-4	i	0.3	3.1	1.6	9.4	+	3.7*
